# ANO1 activ: activators or potentiators of mouse TMEM16A chloride channel. Q8BHY3. HEK293 TMEM16A/YFP-H148Q/I152L, iodide quench fluorescence; stronger effect = lower value. B-score at 10 µM. 340,000 compounds, 0.3% hits;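 active = fluorescence-ratio B-score plate-corrected deviation score at least 3 library SD below zero, with starting fluorescence score within 5 deviations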;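 note: channel opened by trigger with iodide after compound preincubation; score built on the fluorescence ratio of max minus min over baseline; more negative score means more quench and so TMEM16A activation or potentiation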
# KCNQ1 inh: blocks the human KCNQ1 potassium channel; P51787; CHO-K1 KCNQ1, FluxOR thallium flux fluorescence; stronger effect = higher value; B-score at 10 µM; 310,000 compounds, 1.3% hits;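 active = compounds whose thallium flux B-score, printed positive for inhibition, exceeds three library SD while starting fluorescence stays within three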;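 note: channel opened by potassium depolarization with thallium stimulus after 20 min compound exposure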
# TRPC4 potent: allosterically enhances the mouse TRPC4 cation channel; Q9QUQ5; HEK293 TRPC4beta/mu-opioid, DAMGO EC20, Fluo-4 Ca2+ flux; stronger effect = higher value; B-score at 10 µM; 310,000 compounds, 0.42% hits;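 active = B-score of calcium response area above 5 SD of library B-scores, with initial fluorescence ratio within 5 SD of library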;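 note: B-score of integrated fluorescence ratio over time as area under calcium response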
# Target sequence (Q9QUQ5 whole entry, looked up): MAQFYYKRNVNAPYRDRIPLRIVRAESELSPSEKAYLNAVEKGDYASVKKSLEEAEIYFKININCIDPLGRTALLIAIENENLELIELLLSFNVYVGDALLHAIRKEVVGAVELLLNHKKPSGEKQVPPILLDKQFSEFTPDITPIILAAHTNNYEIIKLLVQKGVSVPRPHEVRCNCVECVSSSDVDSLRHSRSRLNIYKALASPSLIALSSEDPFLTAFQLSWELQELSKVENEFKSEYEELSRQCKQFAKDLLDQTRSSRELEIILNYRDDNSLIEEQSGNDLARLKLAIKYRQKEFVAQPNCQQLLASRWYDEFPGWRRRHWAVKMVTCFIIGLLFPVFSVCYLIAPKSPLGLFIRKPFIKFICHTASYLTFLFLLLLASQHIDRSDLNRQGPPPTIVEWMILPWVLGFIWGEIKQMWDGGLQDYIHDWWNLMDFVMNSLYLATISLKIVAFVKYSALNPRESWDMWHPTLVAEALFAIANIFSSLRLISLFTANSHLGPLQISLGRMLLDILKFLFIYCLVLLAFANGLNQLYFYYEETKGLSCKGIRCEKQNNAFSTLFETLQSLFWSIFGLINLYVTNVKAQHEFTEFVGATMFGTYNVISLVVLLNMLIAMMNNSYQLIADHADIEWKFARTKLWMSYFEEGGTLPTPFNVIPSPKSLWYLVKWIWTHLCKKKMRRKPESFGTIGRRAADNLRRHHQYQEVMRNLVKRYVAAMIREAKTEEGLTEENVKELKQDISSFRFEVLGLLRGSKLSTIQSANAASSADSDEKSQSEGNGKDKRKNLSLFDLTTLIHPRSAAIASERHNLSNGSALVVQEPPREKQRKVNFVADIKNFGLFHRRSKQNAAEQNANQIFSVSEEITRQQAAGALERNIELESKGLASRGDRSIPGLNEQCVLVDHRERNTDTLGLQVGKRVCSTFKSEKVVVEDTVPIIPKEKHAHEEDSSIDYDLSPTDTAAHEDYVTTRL
# DYRK1A inh: blocks rat Dyrk1A kinase activity; 310,000 compounds, 0.43% hits; Q63470; ADP-Glo luminescence, NFATc1 peptide; inhibition, % at 12.5 µM; in the data active = inhibition above about 50%;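 note: plate controls were vehicle with enzyme for no effect and no enzyme for full effect; many of its hits are not listed in these tables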
# TRPC4 agonist: activators of mouse TRPC4 channel; 310,000 compounds, 0.49% hits; AID 2237; B-score at 10 µM; HEK293 TRPC4beta/mu-opioid, Fluo4 calcium fluorescence; stronger effect = higher value; Q9QUQ5;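 active = B-score above 5 SD of library B-scores, and initial fluorescence ratio not above library mean plus 5 SD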;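 note: positive B-score marks a calcium rise read as TRPC4 activation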
#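 system = HEK293 cells stably co-expressing mouse TRPC4beta and mu-opioid receptor | schedule = Fluo4 dye loading 45 min at room temperature, 110 s recording | measure = B-scored integrated calcium fluorescence ratio | signal = Fluo4 calcium-sensitive dye fluorescence, kinetic, 1 Hz baseline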
# KCNQ1 act: potentiators or activators of human KCNQ1 potassium channel | B-score at 10 µM | 310,000 compounds, 0.35% hits | AID 2648 | CHO-K1 KCNQ1, thallium flux FluxOR fluorescence; stronger effect = higher value;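 active = fluorescence ratio B-score, a plate-corrected score, at least three library SD, with initial intensity B-score within 5 SD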
#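 assay system = KCNQ1-transfected CHO-K1 cells | medium = assay buffer with matched DMSO | probe or stimulus = depolarizing K+/Tl+ stimulus, K2SO4 and Tl2SO4 each 12.5 mM in 5x stock | dosing = single dose | incubation = dye 90 min, compound 20 min, room temperature | detection = kinetic FluxOR fluorescence, 10 s baseline plus 110 s post-stimulus | evaluation = ratio B score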
# TMEM16A inh: inhibitors of mouse TMEM16A calcium-activated chloride channel; Q8BHY3; HEK293 TMEM16A/YFP iodide influx fluorescence, ionomycin; normalized B-score (activity score, 25-100; higher = stronger inhibition) at 10 µM; 310,000 compounds, 1.2% hits; AID 588511;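 active = ratio plate-corrected score three or more library SD toward inhibition, starting fluorescence score within five deviations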;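 note: score derived from kinetic fluorescence span divided by baseline fluorescence per well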
# KCNK3 inh: human KCNK3 channel inhibition, primary screen; O14649; B-score at 10 µM; AID 602410; 340,000 compounds, 0.84% hits; CHO-KCNK3 thallium flux, FluxOR fluorescence; stronger effect = lower value;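 active = B-score under library mean minus 4 SD, starting fluorescence ratio at most library mean plus 5 SD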;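 note: more negative B-score means stronger inhibition of thallium flux through KCNK3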
# HDAC3 inh: blocks human histone deacetylase 3. inhibition, % at 8.3 µM. 320,000 compounds, 0.15% hits. recombinant HDAC3, fluorogenic peptide/trypsin coupled, fluorescence; in the data active = inhibition above about 26%, passing the limit was not always enough; inconclusive = no clear call, values can overlap the other calls
# KCNK9 block: human KCNK9 channel inhibition; Q9NPC2; HEK293 KCNK9, FluxOR thallium flux fluorescence; stronger effect = lower value; B-score at 10 µM; 310,000 compounds, 1.2% hits; AID 488922;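 active = ratio B-score over 3 SD below the library mean, with starting fluorescence within 5 SD of its mean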;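 note: negative B-score means less thallium flux so channel inhibition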
# hERG rescue: hERG (human) protection from proarrhythmic block | Q12809 | AID 1511 | activation (rescue from dofetilide block), less the hit threshold, % at 10 µM | CHO-hERG, FluxOR thallium flux, dofetilide IC70 present | 310,000 compounds, 0.51% hits;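 active = activation above the mean of controls blocked by dofetilide plus 5 SD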;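 note: thallium influx through hERG after potassium depolarization seen as dye fluorescence rise; in these data hits start at about 4.7%; inactives centre near -7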
# The depositor's hits bear a star; i = inactive; ? = inconclusive; . = no result given. Only part of the results is shown; the hit share may differ from the screen's.
# Values in the order – ANO1 activ, KCNQ1 inh, TRPC4 potent, DYRK1A inh, TRPC4 agonist, KCNQ1 act, TMEM16A inh, KCNK3 inh, HDAC3 inh, KCNK9 block, hERG rescue
1: C=CCn1c(Cc2cccs2)nnc1SCC(=O)NC1CC1
 : i, i, i, 2, i, i, i, i, -6, i, -10
2: Cn1c(SCCC(=O)O)nnc1-c1ccncc1
 : i, i, i, 5, i, i, i, i, 1, i, -12
3: COc1cc(/C=C2\SC(=S)N(NC(=O)c3ccncc3)C2=O)ccc1O
 : i, i, i, 30, i, i, i, i, ., i, -4
4: O=S(=O)(c1ccc(Br)cc1)N1CCOC12CCCCC2
 : i, i, i, -3, i, i, i, i, 3, i, -13
5: O=C(CCN1CCN(Cc2ccccc2)CC1)Nc1cccc(Br)c1
 : i, i, 20*, -4, i, i, i, i, 1, i, -3
6: CSCC[C@H](NC(=O)COc1ccc(Cl)cc1Cl)c1nc2ccccc2[nH]1
 : i, i, i, -7, i, i, i, i, 7, i, -9
7: O=C(NC1CCCCC1)c1ccc(Cn2cc(Br)cn2)o1
 : i, i, i, 0, i, i, i, i, 1, i, -5
8: CC1(C)Cc2cccc(OCC(=O)NCc3cccs3)c2O1
 : i, i, i, -13, i, i, i, i, -2, i, -16
9: COC(=O)CNC(=O)c1cccs1
 : i, i, i, 11, i, i, i, i, -2, i, -11
10: CC1(C)C(c2cccs2)=[N+]([O-])C2(CCCCC/C2=N\NC(N)=O)N1O (stereo not drawn)
 : i, i, i, 6, i, i, i, i, 9, i, -5
11: CCOC(=O)c1cc(C#N)c(SCC(N)=O)[nH]c1=O
 : i, i, i, -7, i, i, i, i, -14, i, -11
12: Cc1cnc(C(=O)OCC(=O)NCCc2ccccc2)cn1
 : i, i, i, 0, i, i, i, i, 0, i, -15
13: O=c1c2ccccc2nnn1CSc1nnc(Nc2ccccc2)s1
 : i, i, i, -2, i, i, i, i, 4, i, -5
14: CCOC(=O)c1ccc(NC(=O)C(=O)NCC2CCCO2)cc1 (stereo not drawn)
 : i, i, i, 1, i, i, i, i, -3, i, -3
15: CC(NC(=O)c1sc2ccccc2c1Cl)C1CCCO1 (stereo not drawn)
 : i, i, i, ., i, i, i, i, 1, i, -11
16: Cc1ccc(C)c(NC(=O)CN(C)S(=O)(=O)c2ccc(F)cc2)c1
 : i, i, i, 2, i, i, i, i, ., i, -9
17: CC(=O)N/C(=C/c1ccc(OC(F)F)cc1)C(=O)O
 : i, i, i, 6, i, i, i, i, 0, i, -8
18: O=C(NNC(=O)c1cc(OCC(F)(F)F)ccc1OCC(F)(F)F)c1ccc(Cl)c(Cl)c1
 : i, i, i, 7, i, i, i, i, 2, i, -7
19: O=C(COc1cccnc1[N+](=O)[O-])Nc1ccc2c(c1)OC(F)(F)O2
 : i, i, i, 1, i, i, i, i, 14, i, -7
20: CCCNC(=O)c1cc(SC)ccc1Cl
 : i, i, i, ., i, i, i, i, 0, i, -9
21: CN(C)c1cccc(C(=O)OCCNC(=O)c2cccc(S(=O)(=O)N3CCOCC3)c2)c1
 : i, i, i, 1, i, i, i, i, 2, i, -9
22: Cc1ccnc(SCCn2c(N3CCC(C)CC3)nc3c2c(=O)n(C)c(=O)n3C)n1
 : i, i, i, 5, i, i, i, i, -1, i, -8
23: COc1cc(C)c(NC(=S)Nc2ccc(Cl)c(Cl)c2)cc1OC
 : i, 6*, i, 4, i, i, i, i, 4, i, -18
24: COC(=O)c1ccc(NC(=O)CN2CCN(c3ccccc3C)CC2)cc1
 : i, i, i, -2, i, i, i, i, -1, i, -7
25: O=c1[nH]c2cc(NCCO)c([N+](=O)[O-])cc2[nH]1
 : i, i, i, 19, i, i, i, i, 5, i, 1
26: CCNC(=O)CN(c1ccc(C)cc1)S(=O)(=O)c1ccccc1
 : i, i, i, 0, i, i, i, i, ., i, -4
27: CCC(=O)Nc1nc(C)c(-c2csc(Nc3ccccn3)n2)s1
 : i, i, i, 24, i, i, i, i, -4, i, -15
28: Cc1ccc(NS(=O)(=O)c2ccc3[nH]c(=O)oc3c2)c(C)c1
 : i, i, i, 2, i, i, i, i, 4, i, -3
29: O=C(O)c1cnn2c(C(F)(F)F)cc(-c3ccccc3)nc12
 : i, i, i, 5, i, i, i, i, 1, i, -9
30: CCC(/C=N/NC(=O)C1COc2ccccc2O1)CC (stereo not drawn)
 : i, i, i, ., i, i, i, i, -3, i, -6

# Further records
# Values in the order – ANO1 activ, KCNQ1 inh, TRPC4 potent, DYRK1A inh, TRPC4 agonist, KCNQ1 act, TMEM16A inh, KCNK3 inh, HDAC3 inh, KCNK9 block, hERG rescue
31: CCC(Sc1nncn1C)C(=O)Nc1nnc(-c2ccc(Cl)cc2)s1 (stereo not drawn)
 : i, i, i, -8, i, i, i, i, ., i, -6
32: NS(=O)(=O)c1ccc(CNC(=O)/C=C/c2c(F)cccc2Cl)cc1
 : i, i, i, 6, i, i, i, i, 1, i, -6
33: O=C(CCC(=O)Nc1ccc(Br)cc1)N/N=C/c1ccccc1O
 : i, i, i, 8, i, i, i, i, ., i, -7
34: CCc1ccc(NC(=O)CSc2nnc(C)c(=O)n2N)cc1
 : i, i, i, -5, i, i, i, i, 0, i, -5
35: O=C(NC1=NCCS1)c1cc(-c2cccs2)nc2ccccc12
 : i, i, i, 23, i, i, i, i, -9, i, -13
36: CCC(=O)Nn1c(C)nnc1C
 : i, i, i, -1, i, i, i, i, -10, i, -5
37: COc1ccc(C(=S)N2CCN(c3cccc(Cl)c3)CC2)c(OC)c1
 : i, i, i, -8, i, i, i, i, ?, i, 1
38: Cc1c(NC(=O)C(C)OC(=O)c2cc(Cl)ccc2O)c(=O)n(-c2ccccc2)n1C (stereo not drawn)
 : i, i, i, 0, i, i, i, i, -2, i, -12
39: Cn1nc(NC(=O)C(F)(F)F)c2ncc(-c3ccc(Cl)cc3)nc21
 : i, i, i, -5, i, i, i, i, 6, i, -7
40: Oc1ccc(N=Cc2ccc(O)c(O)c2)cc1
 : i, i, i, 5, i, i, i, i, 2, i, -14
41: COc1ccc(N2CC(C(=O)NCc3ccco3)CC2=O)cc1 (stereo not drawn)
 : i, i, i, 2, i, i, i, i, -1, i, -13
42: O=C(O)COc1ccc(/C=N/NC(=O)Cc2ccc(Cl)cc2)cc1
 : i, i, i, 0, i, i, i, i, 16, i, -10
43: Cc1ccc(S(=O)(=O)Nc2cccc(C(=O)NC3CCN(Cc4ccccc4)CC3)c2)cc1F
 : i, i, i, 17, i, i, i, i, -1, i, -20
44: COc1cccc(NC(=O)n2nc(N)cc2-c2ccc(Cl)cc2)c1
 : i, i, i, -2, i, i, i, i, 9, i, -7
45: Cc1ccc2c(c1)N(CC(=O)N1CCCCCC1)C(=O)CO2
 : i, i, i, 1, i, i, i, i, ?, i, 1
46: CC1CCC2(CC1)NC(=O)N(Cc1nc(-c3ccccc3)no1)C2=O (stereo not drawn)
 : i, i, i, -2, i, i, i, i, 1, i, -7
47: O=C(NCc1ccc(Cl)cc1)C1CCC(CNS(=O)(=O)c2ccccc2)CC1 (stereo not drawn)
 : i, i, i, -3, i, i, i, i, 8, i, -6
48: Cc1[nH]c2ccc(F)cc2c(=O)c1SC(F)(F)C(F)F
 : i, i, i, -1, i, i, i, i, 2, i, -2
49: CCCn1c(=O)c(C(=O)NCc2cccnc2)c(O)c2ccccc21
 : i, i, i, 10, i, i, i, i, -3, i, -9
50: COc1ccc(C(=O)OCCN2CCOCC2)cc1OC
 : i, ., ., -7, ., ., i, i, 4, ., .
51: Cc1ccc(NC(=O)CN(C)C(=O)CSc2nc3ccccc3o2)cc1
 : i, i, i, 5, i, i, i, i, 6, i, -10
52: O=CN1CCN(C(=O)CC(c2ccccc2)c2cc(Br)ccc2O)CC1 (stereo not drawn)
 : i, i, i, 33, i, i, i, i, -7, i, -2
53: CCOc1ccc(Nc2nc(NCc3ccco3)nc(N)c2[N+](=O)[O-])cc1
 : i, i, i, 18, i, i, i, i, 8, i, -3
54: COC(=O)NNC(=O)COc1cc(C)ccc1C
 : i, i, i, -4, i, i, i, i, -3, i, -5
55: C/C(=C\C(=S)Nc1ccccc1)Nc1ccc2ccccc2c1
 : i, i, i, 5, i, i, i, i, -6, i, -7
56: Cc1nn(C(=O)/C(C#N)=C/N(C)C)c(C)c1C
 : i, i, i, -2, i, i, i, i, 7, i, -12
57: CC(C)(C)c1ccc(/C([O-])=C(/C(=S)NCc2ccco2)[n+]2ccccc2)cc1
 : ., i, i, ., i, i, i, ., 11, i, -5
58: CC(C)c1ccc(CN2CC(C(=O)O)CC2=O)cc1 (stereo not drawn)
 : i, i, i, -1, i, i, i, i, 3, i, 0
59: Cc1nc(C)n(C(C)CC(=O)O)n1 (stereo not drawn)
 : i, i, i, 5, i, i, i, i, 6, i, -16
60: COc1ccc(C2C(C(=O)c3ccco3)=C(O)C(=O)N2CCN2CCOCC2)c(OC)c1 (stereo not drawn)
 : i, i, i, 5, i, i, i, i, 0, i, -5
61: Cc1ccc2c(CNCc3ccco3)cc(=O)oc2c1
 : i, i, i, -6, i, i, i, i, 1, i, -10
62: O=C(CSc1n[nH]c(=O)n1-c1ccc2c(c1)OCCO2)Nc1ccccc1
 : i, i, i, 11, i, i, i, i, 0, i, -1

# High-throughput results from PubChem.
